Screening results (PubChem)
Rac1 GTP hydrolysis: MgcRacGAP GTPase-activating activity inhibitors, confirmation, biochemical, ADP Hunter fluorescence. 0.6% of 340,000 active. inhibition, % at 30 µM; hits with a dose series show IC50 in µM. MgcRacGAP-stimulated Rac1 GTP hydrolysis, ADP Hunter fluorescence; higher % means a stronger effect; GST-tagged Rac1 F28L mutant substrate;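 active = first-screen hits whose inhibition reached a set limit at any dose in the follow-up dose series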;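 note: fluorescence reports GDP produced by GAP-driven GTP hydrolysis; strong numbers were not always called active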
GPR55 LPI antagonism: inhibition of LPI-stimulated GPR55 beta-arrestin translocation – imaging, U2OS, beta-arrestin-GFP, LPI agonist, primary screen (AID 2013). U2OS GPR55 beta-arrestin-GFP translocation imaging, LPI antagonism; higher % means a stronger effect. inhibition, % at 10 µM; hits with a dose series show IC50 in µM. 0.13% of 290,000 active;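 active = spots per cell inhibited over 60%, with over 100 cells counted and total cytoplasm intensity under 500,000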;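 note: U2OS cells stably carrying GPR55 and arrestin-GFP stimulated by 5 µM LPI near EC80; imaged beta-arrestin-GFP aggregate spots per cell after agonist stimulation; plate controls were LPI-stimulated DMSO wells for no effect and DMSO wells without LPI for full effect; some results filed as inactive read as strong as hits; confirmed hits need IC50 under 10 µM and bright autofluorescent wells are also inconclusive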
GPR35 arrestin U2OS: inhibition of zaprinast-stimulated GPR35 beta-arrestin translocation – imaging, U2OS, beta-arrestin-GFP, zaprinast agonist, primary screen (AID 2058); 0.052% of 290,000 active; U2OS GPR35 beta-arrestin-GFP translocation imaging, zaprinast antagonism; higher % means a stronger effect; one-dose inhibition, % at 10 µM; IC50 in µM for titrated hits;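 active = inhibition of at least 50% with at least 30 cells and total cytoplasm GFP at most 10,000,000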
HIV fusion peptide: cell-free HIV fusion peptide-binding blockers – biochemical, uHTS, fluorescence dequenching, primary screen (AID 1986) | cell-free peptide binding, fluorescence dequenching, 30 min; higher % means a stronger effect | one-dose inhibition, % at 20 µM; IC50 in µM for titrated hits | 0.3% of 290,000 active; in the data active = inhibition mostly above about 52%, no sharp cut-off; inactive = mostly below about 76%; note: some results filed as inactive read as strong as hits
K1F lysis inhibition: inhibition of K1F phage lysis, E. coli UTI89, bacterial capsule biogenesis inhibitors, alamar blue (AID 488966); E. coli UTI89 K1F phage lysis, alamar blue, 2 h; higher % means a stronger effect; one-dose inhibition, % at 100 µM; IC50 in µM for titrated hits; 0.02% of 340,000 active;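 active = phage lysis inhibition, versus mean bacterial control, above a set limit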;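 note: capsule biogenesis inhibitors block K1F phage lysis so surviving cells raise fluorescence; higher fluorescence means more inhibition of phage lysis; actives were called in the ten point dose series up to 300 µM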
PhoP inhibition: inhibitors of PhoP regulon expression, primary screen, Salmonella Typhimurium, GFP reporter (AID 1863); one-dose inhibition, % at 50 µM; IC50 in µM for titrated hits; S. Typhimurium PhoP-regulated promoter GFP reporter, 4 h; higher % means a stronger effect; 0.16% of 300,000 active;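 active = inhibition over 29.93%, a cutoff 3 SD above the screen mean, later confirmed by dose response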;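 note: 0% = low Mg2+ inducing control and 100% = high Mg2+ repressing control; strong numbers were not always called active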
Dengue-2 NS5 capping: flavivirus cap methylation enzyme inhibition – biochemical, confirmation dose response, primary screen (AID 588689); Dengue-2 NS5 methyltransferase capping enzyme assay, biochemical; higher % means a stronger effect; inhibition, % at 25 µM; hits with a dose series show IC50 in µM; 0.3% of 340,000 active; in the data active = a potency from the dose series
RSV antiviral HEp-2: inhibition of RSV-induced cytopathic effect – HEp-2 cells, primary 10 µM value included (AID 2391) | HEp-2 cells, RSV-induced CPE inhibition; higher % means a stronger effect | CPE inhibition, % at 10 µM; hits with a dose series show IC50 in µM | 0.13% of 310,000 active; in the data active = a potency from the dose series; note: strong numbers were not always called active
SV40 large T antigen: TAg ATPase/helicase activity blockers – biochemical (AID 1903) | SV40 large T antigen ATPase/helicase inhibition assay; higher % means a stronger effect | inhibition, % at 20 µM, or IC50 in µM where a hit was titrated | 0.39% of 310,000 active; in the data active = a potency from the dose series; note: strong numbers were not always called active
Dengue-2 NS5 capping pilot replicate: second read-out of Dengue-2 NS5 capping, no call of its own (marks repeat the call); inhibition, %; measured here: pilot screen replicate inhibition
* marks the source's active call; other numbers are inactive results; . = no result given; [ ] = another dose, or the depositor's remark.

SMILES | Rac1 GTP hydrolysis | GPR55 LPI antagonism | GPR35 arrestin U2OS | HIV fusion peptide | K1F lysis inhibition | PhoP inhibition | Dengue-2 NS5 capping | RSV antiviral HEp-2 | SV40 large T antigen | others
CS(=O)(=O)c1ccc2sc(NC(=O)c3cc4ccccc4o3)nc2c1 | 4% | 15% | -14% | -2.2% | 0.5%[50 µM] | -5% | 0% | 2.1% | 16%
Cc1ccc(CSCC(=O)Nc2ccc(N3CCOCC3)cc2N2CCOCC2)cc1 | -3% | . | . | . | -2.2% | -3% | -2% | -1.6% | 17%
Cc1nn(-c2nc(-c3ccco3)cc(C(F)(F)F)n2)c(C)c1Br | 11% | 6% | 9% | 0.6% | 0.1% | -15% | -5% | 1.5% | -3%
CCCCc1nnc(NC(=O)CN2C(=O)C3CCCCC3C2=O)s1 (centres undefined) | 7% | . | . | . | 2.1%[50 µM] | -3% | 4% | -0.7% | 10%
COCCCNC(=O)COC(=O)c1ccc(-c2nc3ccccc3s2)s1 | 6% | 12% | 4% | -0.1% | -0.3% | 2% | -6% | 2.2% | 13%
Cc1ccc(OCC(=O)OC(C)CN2CCCCC2)cc1 (centres undefined) | 3% | 5% | -17% | -1.7% | 0.8% | -3% | -10% | 1.6% | 6%
COc1ncc(C2=CC(=O)CC(C)(C)C2)cn1 | 12% | . | . | . | 4.5% | . | 1% | 0.1% | .
COC(=O)[C@H](C)NC(=O)Nc1cccc(C(F)(F)F)c1 | 13% | -5% | 11% | -2.0% | -0.3% | -3% | -12% | -0.3% | -2%
Cc1nc(Cl)sc1C(=O)Nc1cccc2ccccc12 | 12% | 7% | 6% | -1.1% | 2.6%[50 µM] | -3% | 0% | 0.7% | 8%
Cc1ccc(-c2nnn(CC(=O)N(Cc3ccccc3F)C(C(=O)NC3CCCC3)c3ccncc3)n2)o1 (centres undefined) | 4% | -6% | -11% | 6.1% | 1.3% | 2% | -13% | 1.0% | 3%
CC(=O)Nc1ccc(NC(=O)Cc2ccc(F)cc2)cc1 | . | 0% | 1% | 0.9% | . | 3% | . | -0.9% | 9%
Cn1ncc([N+](=O)[O-])c1C(=O)n1nnc2ccccc21 | 0% | -4% | -8% | 3.7% | 0.6% | 0% | 1% | . | 9%
CCN(CC)c1ccc(/C=N/N2CCN(Cc3ccc(C)cc3C)CC2)c(O)c1 | 7% | -6% | 17% | 0.7% | 0.1% | -5% | -8% | 5.2% | 6%
CN1/C(=C/C2CC(=O)NC2=O)C(C)(C)c2ccccc21 (centres undefined) | 6% | 2% | -12% | -1.7% | 0.8% | 1% | -11% | 1.1% | 16%
Cc1ccc(C)c(N(CC(=O)Nc2cc(Cl)ccc2Oc2ccccc2)S(C)(=O)=O)c1 | 5% | 32% | -18% | -0.3% | 1.6% | -2% | . | 16% | 17%
CC1(C)CC(=O)C(N=Nc2ccc3ncsc3c2)=C(O)C1 | 9% | -7% | 1% | -1.6% | 3.8% | -5% | -6% | 0.7% | 13%
CC1(C)CC(=O)C(C2(O)C(=O)Nc3ccccc32)CO1 (centres undefined) | -1% | 12% | -9% | -0.2% | 0.9% | 2% | -4% | 1.2% | 12%
O=C(c1ccc(Cl)c(Cl)c1)N1CCN(c2ccccn2)CC1 | 7% | 4% | 14% | -0.5% | 0.4% | 5% | -2% | 3.1% | 4%
Cc1cc(Br)c(OCC(=O)NN)c2c1CCC2 | 11% | 22% | 0% | -1.5% | 1.0% | -5% | -6% | 1.2% | 5%
CCc1cccc(CC)c1NC(=O)COC(=O)c1ccc2c(c1)S(=O)(=O)c1ccccc1C2=O | 8% | -4% | 0% | -0.3% | 1.4%[50 µM] | -4% | -9% | 1.0% | 3%
NC(=O)N1CCC2(CC1)NC(=O)N(c1ccccc1)N2 | -5% | 5% | 4% | -5.9% | -0.2% | -3% | -3% | 0.5% | 21%
COC(=O)c1c(C)[nH]c(C(=O)COC(=O)CCNS(=O)(=O)c2cccc(C(F)(F)F)c2)c1C | 1% | . | . | . | 0.3%[50 µM] | . | -3% | 1.2% | .
CCn1nc(C)c(CNC(=O)c2ccc(OC3CCN(Cc4ccccn4)CC3)cc2)c1C | 8% | 12% | -11% | 2.4% | -0.1% | 4% | -3% | 0.5% | 24%
Cn1cccc1/C=C1\SC(=S)N(CC(=O)O)C1=O | 4% | 4% | 18% | 40% | 0.3% | -6% | -8% | 0.5% | 7%
O=[N+]([O-])c1ccc(C(O)CN=Cc2ccc(O)cc2O)cc1 (centres undefined) | 9% | -3% | 4% | 0.8% | 0.0% | 2% | -10% | 1.9% | 33%

Arranged by number of heavy atoms (ascending): 3 of the compounds above.
SMILES | Rac1 GTP hydrolysis | GPR55 LPI antagonism | GPR35 arrestin U2OS | HIV fusion peptide | K1F lysis inhibition | PhoP inhibition | Dengue-2 NS5 capping | RSV antiviral HEp-2 | SV40 large T antigen | others
Cc1cc(Br)c(OCC(=O)NN)c2c1CCC2 | 11% | 22% | 0% | -1.5% | 1.0% | -5% | -6% | 1.2% | 5%
O=[N+]([O-])c1ccc(C(O)CN=Cc2ccc(O)cc2O)cc1 (centres undefined) | 9% | -3% | 4% | 0.8% | 0.0% | 2% | -10% | 1.9% | 33%
CCCCc1nnc(NC(=O)CN2C(=O)C3CCCCC3C2=O)s1 (centres undefined) | 7% | . | . | . | 2.1%[50 µM] | -3% | 4% | -0.7% | 10%

The results go on.
SMILES | Rac1 GTP hydrolysis | GPR55 LPI antagonism | GPR35 arrestin U2OS | HIV fusion peptide | K1F lysis inhibition | PhoP inhibition | Dengue-2 NS5 capping | RSV antiviral HEp-2 | SV40 large T antigen | others
O=C(NCC(c1ccco1)N1CCc2ccccc2C1)c1cccc(Br)c1 (centres undefined) | 8% | . | . | . | 0.6%[50 µM] | -8% | 6% | 2.6% | 15%
CCN(Cc1ccccc1)C(c1ccc(C(F)(F)F)cc1)c1nnnn1C(C)(C)C (centres undefined) | 13% | . | . | . | 0.7% | 4% | 2% | 2.6% | 3%
Cc1[nH]c2ccccc2c1/C=N/NC(=O)CCC(=O)Nc1ccccc1 | 7% | 1% | 5% | 3.8% | -2.2% | -4% | -1% | 0.8% | 18%
COc1cc(-c2[nH]ncc2CN2CCN(Cc3cccs3)CC2)cc(OC)c1OC | 11% | 4% | -7% | -0.2% | 0.1% | -14% | -5% | -0.6% | 9%
Cn1c(N2CCOCC2)nc2c1c(=O)n(Cc1ccc(Cl)c(Cl)c1)c(=O)n2C | 5% | -8% | 16% | -3.6% | 0.2% | -6% | -2% | 1.8% | 4%
COc1ccc(CNC(=O)C[C@H]2C(=O)N(c3ccccc3)C[C@@H]2Cc2ccccc2)cc1 | 8% | -10% | -1% | -0.9% | 1.6% | . | -7% | 1.3% | 9%
CC(C)C(=O)Nc1cccc(NC(=S)NC(=O)c2ccc3c(c2)OCO3)c1 | -4% | 1% | -3% | 1.8% | 0.8%[50 µM] | 5% | -1% | 1.0% | -1%
O=c1c2cc(N3CCOCC3)ccc2[nH]c(=S)n1Cc1ccc(Cl)cc1 | 3% | -3% | 1% | -0.3% | 0.1% | -12% | 11% | -0.5% | 2% | Dengue-2 NS5 capping pilot replicate=-3.0
CCOC(=O)c1ccc(NC(=O)c2cn(-c3ccccc3)nc2-c2ccncc2)cc1 | 8% | 13% | 2% | 2.8% | -0.4% | -8% | -2% | 4.9% | 1%
Cc1ccc2oc(=O)cc(CN3CC(C)OC(C)C3)c2c1 (centres undefined) | 7% | -2% | 10% | -1.0% | 0.4% | -3% | -2% | 1.4% | 5%
CC(C)C(=O)Nc1ccc2c(c1)Cc1cc(NC(=O)C(C)C)ccc1-2 | 12% | -1% | 7% | -1.0% | 0.1% | 4% | -1% | 1.9% | 4% | Dengue-2 NS5 capping pilot replicate=2.1
Cc1noc(C)c1S(=O)(=O)N1CCC(C(=O)N2CCN(C3CCCC3)CC2)CC1 | . | -2% | 4% | -1.5% | . | 8% | . | -0.1% | 0%
Nn1cc(-c2ccccc2)nc1SCC(=O)N1CCN(S(=O)(=O)c2ccccc2)CC1 | 5% | 8% | -1% | -1.1% | 0.3% | 0% | 2% | -0.3% | 12%
CC1CCCN(C(=O)Cc2cn(Cc3cccc(Cl)c3)c3ccccc23)C1 (centres undefined) | 7% | -11% | -9% | -1.2% | 0.2%[50 µM] | -8% | 1% | 11% | 6%
Cc1cc2c(c(=O)o1)C1(C(=O)N(C)c3ccccc31)C(C#N)=C(N)O2 (centres undefined) | 4% | 4% | -4% | 18% | 0.0% | -2% | -2% | 2.3% | 14%
COc1ccc(N(C(=O)c2cc3ccccc3oc2=O)C2C=CS(=O)(=O)C2)cc1 (centres undefined) | 2% | -7% | 3% | -1.7% | 3.9% | 0% | 4% | -0.1% | 6%
O=C1CCCC/C1=C/Nc1cccc(C(F)(F)F)c1 | 5% | 3% | 7% | -1.8% | 0.2% | 4% | -6% | 0.4% | 18%
O=C(NCC(F)(F)F)Nc1nnc(C(F)(F)F)s1 | 11% | 1% | 7% | 2.1% | 1.2% | -1% | -2% | 3.7% | 8%
S=C(Nc1ccccc1)N1CCN(C(=S)Nc2ccccc2)CC1 | . | -18% | -4% | 1.1% | . | 9% | . | 0.9% | 3%
CN1CCN(C(=O)C2CCCN(S(=O)(=O)c3ccc(F)cc3)C2)CC1 (centres undefined) | 21% | -2% | 13% | -0.4% | 0.1% | 3% | -5% | 1.0% | 3%
CSc1nsc(N/N=C/c2ccc3c(c2)OCO3)c1C#N | -2% | 9% | 16% | -1.9% | -0.2% | 2% | 10% | 2.3% | 4%
N#Cc1ccc(N2CCc3ccccc3C2)c([N+](=O)[O-])c1 | -13% | 0% | 0% | 2.1% | 0.0%[50 µM] | 4% | 1% | -1.4% | 12%
CCOc1ccccc1NC(=O)CSc1nc2nc(-c3cccs3)cc(C(F)(F)F)c2c(=O)[nH]1 | 6% | 15% | 3% | 15% | 0.7% | -10% | 8% | 18% | 11%
CCCCCC(=O)Nc1nnn(CCC)n1 | 3% | -5% | 14% | 0.1% | 3.6% | -1% | -2% | 0.5% | 24%
COCCOC(=O)c1[nH]c2c(c1C)C(=O)CC(c1ccc(OC)c(OC)c1)C2 (centres undefined) | 10% | -4% | -3% | 0.5% | 0.0% | 8% | -1% | 8.2% | 2%
O=C(NCc1nc2ccccc2[nH]1)C1=C[C@@H](C2CCCCC2)C[C@@H](OCc2ccc(CO)cc2)O1 | 8% | 4% | -8% | 0.1% | 5.0% | -3% | -7% | 15% | -1%
CCCN(CC(=O)Nc1cc(C)on1)S(=O)(=O)c1cccc(C(F)(F)F)c1 | 3% | 7% | 4% | 0.5% | 0.3% | -6% | -4% | -0.5% | -8%
COc1ccc(NC(=O)NC(C)c2ccncc2)cc1OC (centres undefined) | 11% | -2% | -23% | -1.9% | 0.5% | -1% | 5% | 0.9% | 1%
Cc1cc(NC(=O)CCC(=O)N(c2ccccc2)C(C(=O)NC2CCCC2)c2ccccc2F)no1 (centres undefined) | 2% | -3% | -4% | -0.4% | 0.0% | 9% | -14% | 3.4% | -1%

Compounds as they come. Share with any hit: about 1.5%.
